All columns: NCI-60 one-dose screen, growth in % after 48 h at 10 µM unless noted; 100 = growth as untreated, 0 = no growth, -100 = all killed.
CAKI-1 = CAKI-1 renal cancer; AID 1794772; 75,000 tested, 4.7% active
786-0 = 786-0 renal cancer cells | 81,000 tested, 5.1% active
SN12C = SN12C renal cancer cells | 81,000 tested, 3.8% active | AID 1794767
UO-31 = UO-31 renal cancer; 81,000 tested, 5.2% active
A498 = A498 renal cancer cells; 76,000 tested, 5.4% active
TK-10 = TK-10 renal cancer cells; 81,000 tested, 3.9% active
ACHN = ACHN renal cancer | 81,000 tested, 4.9% active | AID 1794771
RXF 393 = RXF 393 renal cancer cells; 77,000 tested, 6.9% active
PC-3 = PC-3 prostate cancer cells | AID 1794754 | 80,000 tested, 3.9% active
The depositor's hits bear a star; / = not tested or not shown; & = joins results of further samples. How the source made its calls: active means growth percent below 10; inactive means the rest.

Start of the listing, in advance:
Compound	CAKI-1	786-0	SN12C	UO-31	A498	TK-10	ACHN	RXF 393	PC-3
Cc1cccc2sc(/N=C(\N)C(Br)Br)nc12	3.8*	32	18	31	39	/	-13*	-22*	41
OCCN1CN(c2ccccc2)C(=S)N(c2ccccc2)C1	90	121	106	76	122	/	90	103	87
CC(=O)NC1=CC2C(O)c3ccccc3N3C(=O)CO[C@]23C=C1 (some centres not stated)	/	111	101	84	97	112	106	103	92
O=C(/C(=C/c1ccccc1)CBr)c1ccccc1	60	94	71	70	128	116	70	72	75
CN(C)c1ccc(C(=O)c2ccc(N(C)C)c(N)c2)cc1N	41	42	50	65	25	67	50	/	49
c1cn2ccnc2c(-c2ccc3ncn(C4CCCCC4)c3c2)n1	/	101	101	75	112	101	98	109	95
CC(C(O)c1cc2c(c3ccccc13)CCCC2)N1CCOCC1 (configuration not stated)	81	102	99	83	97	106	103	82	89
COC(=O)[C@]12CC[C@@H](C)[C@H](C)[C@@H]1C1=CC[C@@H]3[C@@]4(C)C(C=O)=C[C@@](C)(COC(C)=O)[C@@H]4C(=O)C[C@@]3(C)[C@]1(C)CC2	45	37	44	34	60	37	23	56	13
CCOC(=O)C1CSC(C)(C(=O)OCC)N1 (configuration not stated)	/	91	104	96	118	92	110	115	95
Cc1nc2n[nH]c(N)c2nc1C	106	105	103	87	120	104	104	119	102
Cc1nc2ccccc2n1C(=O)CC1C(=O)NC(=S)NC1=O	92	101	99	83	95	104	100	105	104
Cc1c2c(cc3c1[nH]c1ccccc13)C=NCC2	93	81	91	80	72	113	97	85	91
CCCCCCOC(=O)Nc1ccc(OCC)cc1	88	88	106	94	/	115	108	91	98
Cn1cc2c(c1-c1ccccc1)CCc1cnoc1-2	94	95	112	82	111	194	100	103	103
Cc1ccc(Nc2cc(=S)nc(N)[nH]2)cc1Cl	97	100	96	81	76	138	98	97	92

The list itself (from the top)
Compound	CAKI-1	786-0	SN12C	UO-31	A498	TK-10	ACHN	RXF 393	PC-3
Cc1cccc2sc(/N=C(\N)C(Br)Br)nc12	3.8*	32	18	31	39	/	-13*	-22*	41
OCCN1CN(c2ccccc2)C(=S)N(c2ccccc2)C1	90	121	106	76	122	/	90	103	87
CC(=O)NC1=CC2C(O)c3ccccc3N3C(=O)CO[C@]23C=C1 (some centres not stated)	/	111	101	84	97	112	106	103	92
O=C(/C(=C/c1ccccc1)CBr)c1ccccc1	60	94	71	70	128	116	70	72	75
CN(C)c1ccc(C(=O)c2ccc(N(C)C)c(N)c2)cc1N	41	42	50	65	25	67	50	/	49
c1cn2ccnc2c(-c2ccc3ncn(C4CCCCC4)c3c2)n1	/	101	101	75	112	101	98	109	95
CC(C(O)c1cc2c(c3ccccc13)CCCC2)N1CCOCC1 (configuration not stated)	81	102	99	83	97	106	103	82	89
COC(=O)[C@]12CC[C@@H](C)[C@H](C)[C@@H]1C1=CC[C@@H]3[C@@]4(C)C(C=O)=C[C@@](C)(COC(C)=O)[C@@H]4C(=O)C[C@@]3(C)[C@]1(C)CC2	45	37	44	34	60	37	23	56	13
CCOC(=O)C1CSC(C)(C(=O)OCC)N1 (configuration not stated)	/	91	104	96	118	92	110	115	95
Cc1nc2n[nH]c(N)c2nc1C	106	105	103	87	120	104	104	119	102
Cc1nc2ccccc2n1C(=O)CC1C(=O)NC(=S)NC1=O	92	101	99	83	95	104	100	105	104
Cc1c2c(cc3c1[nH]c1ccccc13)C=NCC2	93	81	91	80	72	113	97	85	91
CCCCCCOC(=O)Nc1ccc(OCC)cc1	88	88	106	94	/	115	108	91	98
Cn1cc2c(c1-c1ccccc1)CCc1cnoc1-2	94	95	112	82	111	194	100	103	103
Cc1ccc(Nc2cc(=S)nc(N)[nH]2)cc1Cl	97	100	96	81	76	138	98	97	92
OCC(O)C(O)C(O)C(O)C(SCc1ccccc1)SCc1ccccc1 (configuration not stated)	107&83	101&90	113&99	80&88	106&92	102&101	106&106	103&108	93&100
CN(C)CCCNc1nc(=O)n(Cc2ccc(F)cc2)c(=O)n1Cc1ccc(F)cc1	86	101	97	71	95	/	102	107	96
CC(=O)c1ccc(NC(=O)NCn2c(=O)[nH]c3ccccc3c2=O)cc1	91	102	94	74	98	105	99	97	87
COc1cc(-c2cc(-c3ccccc3)nc(Nc3nc4ccccc4[nH]3)n2)cc(OC)c1OC	96	107	102	96	109	115	96	110	94
COc1cc2c(O)n(CCCN3CCOCC3)c3c4cnc5cccc(c(=O)c3c2cc1OC)c54	30	19	14	30	56	74	12	30	31

Fetched by structure from the entries so far:
Compound	CAKI-1	786-0	SN12C	UO-31	A498	TK-10	ACHN	RXF 393	PC-3
CC(C(O)c1cc2c(c3ccccc13)CCCC2)N1CCOCC1 (configuration not stated)	81	102	99	83	97	106	103	82	89
CC(=O)NC1=CC2C(O)c3ccccc3N3C(=O)CO[C@]23C=C1 (some centres not stated)	/	111	101	84	97	112	106	103	92

Additional compounds follow.
Compound	CAKI-1	786-0	SN12C	UO-31	A498	TK-10	ACHN	RXF 393	PC-3
COc1ccc(Nc2nccc(N3CCN(c4c5ccc(Cl)cc5nc5ccc(OC)cc45)CC3)n2)cc1	71	60	69	47	63	59	58	/	58
c1cc2c3c(c1)CCC3CCC2 (configuration not stated)	90	105	103	86	113	145	91	112	102
O=C1CC(c2ccccc2)(c2ccccc2)c2ccccc21	65	93	93	72	99	110	94	100	73
CCOC(=O)C(CN(C)Cc1cc(Cl)cc(Cl)c1O)C(=O)OCC	/	100	103	81	91	97	102	103	89
Cc1ccc2c(c1)C(=O)N(N(C)C)CC(=O)N2	103	109	108	77	73	94	106	99	90
O=c1[nH]c(NCCO)nc2sc3c(c12)CCCC3	103	96	101	95	88	98	101	124	96
O=S(=O)(Nc1nnc(-c2ccccc2)s1)c1ccccc1	94	101	106	91	116	117	106	106	98
Cn1cnc2c(N3CCN(C(=O)c4cc5ccccc5[nH]4)CC3)nc(Cl)nc21	56	76	64	39	46	121	53	76	61
O=C1c2ccccc2C23C(=C(c4ccncc4)c4cc(C(F)(F)F)ccc42)CCCN13 (configuration not stated)	80	92	100	87	98	104	96	99	90
Cn1nc(SCc2ccccc2)c(=O)[nH]c1=O	97	104	100	87	99	109	101	111	96
Cc1[nH]c(/C=C/C(=O)c2ccc(C(F)(F)F)c(F)c2)c(C)c1C(=O)NNc1ccccc1	62&68	85&91	81&91	55&56	65	87&88	66&60	89&100	59&82
Cc1cc(C)cc(NC(=O)Cn2nncc2CN2C(=O)CSC2=O)c1	95	108	103	100	118	100	100	113	100
CCCCCCc1nc2c(c(=O)n(C)c(=O)n2C)n1C	95	94	88	90	76	108	96	109	94
O=C(Nc1ccc(-c2nc(-c3cccc(O)c3)c(-c3ccnc(Br)c3)[nH]2)cc1)c1ccccc1	11	-10*	35	1.1*	-11*	49	16	-37*	6.1*
CCN(CC)CCn1cnc2c1c(=O)n(C)c(=O)n2C	/	106	103	88	103	91	106	110	100
COC(=O)c1ccc(-c2c(-c3ccccc3)c(F)c3oc(C(=O)OC)c(N)c3c2-c2ccccc2)cc1	81	103	98	89	99	114	102	96	92
O=C(O)CCNC(Cc1ccc(O)cc1)C(=O)O (configuration not stated)	103&97	117&107	102&108	83&92	102&85	97	100&103	111&116	85&97
CN1CCN(Cc2ccc(NC(=O)c3cncc(C#Cc4cncc5[nH]ncc45)c3)cc2C(F)(F)F)CC1	-52*	21	8.5*	-25*	-49*	12	-0.7*	-4.9*	1.2*
CCCC1O[C@@H]2CC3C4CCC5=CC(=O)C=CC5(C)C4[C@@H](O)CC3(C)[C@]2(C(=O)CO)O1 (some centres not stated)	67	105	52	71	109	113	/	116	98
CCOC(=O)c1ccc(NC(=O)NCn2c(=O)[nH]c3ccccc3c2=O)cc1	96	106	94	86	122	105	108	92	97
O=C(NCCN1CCOCC1)c1ccc(-c2nc3ccc4[nH]ncc4c3c3c2C2CCC3C2)cc1 (configuration not stated)	87	111	96	83	80	90	105	109	98
COc1cc(OC)c(C(=O)/C=C/c2ccc(C(F)(F)F)cc2)c(OC)c1	79	45	41	56	/	85	60	41	54
N#Cc1c(N2CCNCC2)[nH]n(C2=Nc3ccccc3Sc3ccccc32)c1=O	100	104	105	98	110	111	96	115	88
Nc1cc(-c2c[nH]c3ccc(Br)cc23)nc2cc(-c3c[nH]c4ccccc34)nn12	-49*	-68*	-66*	-54*	-77*	-57*	-35*	-77*	-21*
N#CC(C(N)=O)c1ccccc1 (configuration not stated)	97	98	96	82	111	105	102	91	87
C#CC[N+](CC)(CC)CC#CCC[N+](CC)(CC)CC#C	93	101	101	92	108	78	108	106	98
c1cncc(-c2csc(-c3c[nH]c4ccccc34)n2)c1	88	103	86	66	/	125	88	111	/
COc1cc2c(c(OC)c1OC)-c1ccc(NNC(N)=S)c(=O)cc1[C@@H](NC(C)=O)CC2	38	22	36	51	47	59	46	-8.9*	14
COc1ccc(CCn2cncc2-c2c[nH]c3cc(Br)ccc23)cc1	68	80	62	53	/	103	75	82	62
O=[N+]([O-])c1ccc2nc[nH]c2c1	98&108	103&99	102&103	83&90	94&81	117&96	110&117	118&133	73&91
COc1ccc2c(=O)c(C)c(C(=O)N[C@@H](Cc3ccccc3)C(=O)C(=O)NCc3ccccc3)oc2c1	96	98	102	88	106	102	103	112	102
C#CCOc1cccc(-c2ncc3cc(NC(=O)C=C)ccc3n2)c1	62	72	75	42	60	75	74	56	66
CC(C)Cc1ccc(C(C)C(=O)NCc2ccc(Cn3c(=O)sn(CCCl)c3=O)cc2)cc1 (configuration not stated)	86	89	75	49	91	99	81	98	95
O=C(CSc1nc2ccccc2c(=O)n1CCc1ccccc1)Nc1ccc(Cl)cc1C(=O)O	83	93	105	82	91	122	95	/	105
CC(C)CSc1nc(NCCO)c(C#N)c(-c2ccc(F)cc2)n1	/	97	94	77	/	93	104	83	92
Cc1nn(-c2ccccc2)c2nc(C)n(CC(=O)N/N=C/c3ccccc3O)c(=O)c12	23	19	30	13	97	33	15	26	47
Cc1ccc(Nc2ccc(N)cc2S(=O)(=O)O)cc1	100&63	105&105	102&100	87&117	158&112	119&97	103&100	148&86	95&93
O=c1c2cc(F)cc(Cl)c2sc2c(NCc3ccccc3)nc3ccccc3c12	74	93	94	78	74	106	92	95	96
Cn1c(=O)[nH]c(=O)c2nc(CCC(=O)NC(Cc3ccccc3)C(=O)O)c(=O)[nH]c21 (configuration not stated)	95	104	100	84	110	103	98	110	/
O=S(=O)(c1ccccc1)N1C=C/C(=C\Cn2cc(-c3ccc(Br)cc3)nn2)CC1	82	93	82	82	81	136	89	133	95
